Assay outcomes from PubChem.
ADAM17 inh = ADAM17 inhibitors, primary screen, biochemical, QFRET | Disintegrin and metalloproteinase domain-containing protein 17 (Homo sapiens), P78536 | recombinant ADAM17, EDANS/DABCYL FRET peptide cleavage | inhibition, % at 6.95 µM | 0.83% of 370,000 active | AID 720648, 2013;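 active = inhibition above the mean of compounds lying between control limits plus 3 SD, set per campaign, cut at about 8.5% in these data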;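 also: 0% = DMSO-only wells as the low control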
hgDAF-12 ag = H. glycines DAF-12 receptor agonists, primary screen, cell-based, luminescence, HEK293, GAL4 fusion, UAS-luciferase. 1.8% of 370,000 active. AID 687014, 2013. HEK293 GAL4-hgDAF12 UAS-luciferase reporter, agonist luminescence; normalized to butyrate control. Nuclear hormone receptor DAF-12 (Heterodera glycines), GAL4 fusion. activation, % at 6.8 µM;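 active = activation above a cutoff set at the mean of all screened compounds plus 3 SD, cut at about 10% in these data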;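 also: 0% = DMSO wells and 100% = sodium butyrate wells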
PLC-gamma1 inh = PLC-gamma1 enzyme inhibitors, primary screen, biochemical, fluorescence, purified enzyme; 1-phosphatidylinositol 4,5-bisphosphate phosphodiesterase gamma-1 (Homo sapiens), P19174; fluorogenic substrate; inhibition, % at 12.2 µM; 0.84% of 370,000 active; in the data active = inhibition above about 9.5%
Target sequence (P19174 whole entry, looked up): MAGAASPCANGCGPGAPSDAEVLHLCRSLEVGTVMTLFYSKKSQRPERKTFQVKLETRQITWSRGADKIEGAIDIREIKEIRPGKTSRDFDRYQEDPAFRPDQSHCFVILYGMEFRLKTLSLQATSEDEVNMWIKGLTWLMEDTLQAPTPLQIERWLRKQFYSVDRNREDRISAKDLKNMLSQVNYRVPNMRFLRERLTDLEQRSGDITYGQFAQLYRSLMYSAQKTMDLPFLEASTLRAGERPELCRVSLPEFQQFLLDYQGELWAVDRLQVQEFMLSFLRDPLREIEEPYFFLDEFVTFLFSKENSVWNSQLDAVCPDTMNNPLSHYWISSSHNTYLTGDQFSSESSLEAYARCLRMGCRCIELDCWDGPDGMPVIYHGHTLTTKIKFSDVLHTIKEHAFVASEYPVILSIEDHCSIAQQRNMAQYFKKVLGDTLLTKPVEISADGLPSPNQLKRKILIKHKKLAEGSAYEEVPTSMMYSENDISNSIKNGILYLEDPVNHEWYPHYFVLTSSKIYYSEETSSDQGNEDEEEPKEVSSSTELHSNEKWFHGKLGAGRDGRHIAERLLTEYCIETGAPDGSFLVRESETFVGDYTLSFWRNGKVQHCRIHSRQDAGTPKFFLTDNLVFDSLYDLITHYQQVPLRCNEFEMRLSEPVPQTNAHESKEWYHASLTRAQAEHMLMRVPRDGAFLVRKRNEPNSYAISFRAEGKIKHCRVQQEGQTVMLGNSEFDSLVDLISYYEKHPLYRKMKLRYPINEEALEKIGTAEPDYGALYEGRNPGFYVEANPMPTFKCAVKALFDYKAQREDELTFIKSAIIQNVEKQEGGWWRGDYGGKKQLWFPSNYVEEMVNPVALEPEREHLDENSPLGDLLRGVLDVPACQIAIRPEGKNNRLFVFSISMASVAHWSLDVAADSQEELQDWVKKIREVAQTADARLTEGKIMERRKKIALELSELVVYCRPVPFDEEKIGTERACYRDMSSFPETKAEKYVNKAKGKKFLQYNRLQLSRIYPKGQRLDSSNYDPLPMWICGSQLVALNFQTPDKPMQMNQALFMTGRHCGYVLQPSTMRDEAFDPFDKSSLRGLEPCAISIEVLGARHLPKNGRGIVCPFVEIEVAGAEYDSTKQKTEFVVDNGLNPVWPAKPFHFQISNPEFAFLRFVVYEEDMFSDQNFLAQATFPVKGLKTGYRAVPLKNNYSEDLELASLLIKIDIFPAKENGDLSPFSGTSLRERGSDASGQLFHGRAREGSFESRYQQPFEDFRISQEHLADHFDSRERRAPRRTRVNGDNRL
PLC-beta3 inh = human PLC-beta3 inhibitors, primary screen, biochemical, fluorescence | inhibition, % at 12.2 µM | AID 720704, 2013 | Purified PLC-beta3, fluorogenic substrate | 0.18% of 370,000 active | 1-phosphatidylinositol 4,5-bisphosphate phosphodiesterase beta-3 (Homo sapiens), Q01970; in the data active = inhibition above about 11%;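 also: 0% = median of compound wells on plate and 100% = full blocker control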
SMARCA2 activ = SMARCA2 (BRM) function activators, primary screen, cell-based, luminescence, high throughput. 1% of 370,000 active. MG213 cells, MMTV-luciferase reporter, dexamethasone, overnight. AID 652017, 2013. activation, % at 9.1 µM; in the data active = activation above about 7.8%;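 also: 0% = vehicle wells and 100% = reference activator wells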
DAX1 inh-1 = DAX1 (NR0B1) inhibitors, primary screen, cell-based, HEK293, Gal4-DAX1, luciferase luminescence; AID 504766, 2011; 0.99% of 340,000 active; inhibition, % at 6.75 µM; HEK293 Gal4-DAX1 luciferase reporter;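 active = inhibition above the mean over all tested compounds plus 3 SD, cut at about 4.2% in these data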;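 also: 0% = DAX1-transfected cells with DMSO and 100% = empty-vector control cells with DMSO; inhibition shows as a rise in luminescence from relieved DAX1 repression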
Rev-erbA mod = modulators of Rev-erb alpha DNA binding, primary screen, biochemical, FITC-DNA, fluorescence polarization, uHTS; 0.79% of 370,000 active; Rev-erbα–FITC-DNA binding, 90 min; activity, % at 10 µM;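 active = activity above about 14%, limit read from the data; passing the limit was not always enough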;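 also: 0% = DMSO wells with 35 nM protein and 100% = DMSO wells with 750 nM protein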
DAX1 inh-2 = DAX1 (NR0B1) inhibitors on StAR promoter, primary screen, cell-based, luminescence, SF-1 (NR5A1), full-length DAX-1 | 1.1% of 370,000 active | inhibition, % at 6.8 µM | AID 652010, 2013 | HEK293T StAR-luciferase reporter, SF-1/DAX-1 repression relief;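 active = inhibition above the mean over all tested compounds plus 3 SD, cut at about 3.6% in these data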;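 also: 0% = DAX-1 cells with DMSO and 100% = cells lacking DAX-1 with DMSO; higher inhibition means more luminescence from relief of DAX-1 repression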
MBD2 inh = inhibitors of MBD2 binding to methylated DNA, primary screen, biochemical, TR-FRET, DNA-binding domain, human | inhibition, % at 4.4 µM | MBD2 binding to methylated oligonucleotide | Methyl-CpG-binding domain protein 2 (Homo sapiens), Q9UBB5 | AID 686964, 2013 | 0.31% of 370,000 active; in the data active = inhibition above about 13%
ssDAF-12 act = S. stercoralis DAF-12 nuclear receptor activators, primary screen, cell-based, luminescence, HEK293, GRIP1 co-expression, lit1-tk-luc. HEK293 ssDAF-12/GRIP1 lit1-tk-luc reporter; % of 3 µM dafachronic acid response. activation, % at 6.8 µM. AID 652126, 2013. Nuclear hormone receptor DAF-12 (Strongyloides stercoralis). 1% of 370,000 active;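 active = activation above the mean over all tested compounds plus 3 SD, cut at about 0.9% in these data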;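 also: 0% = DMSO-only wells and 100% = 3 µM delta7-dafachronic acid wells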
hcDAF-12 act = H. contortus DAF-12 nuclear receptor activators, primary screen, cell-based, luminescence, HEK293, lit1-tk-luc reporter; HEK293 hcDAF-12 lit1-tk-luc reporter; 0% DMSO, 100% Δ7-dafachronic acid; activation, % at 6.8 µM; 1.4% of 370,000 active;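 active = activation above the mean of all tested compounds plus 3 SD, cut at about 5.5% in these data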;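 also: 100% = response to 3 µM Δ7-dafachronic acid high control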
An asterisk follows results filed as active; . = no result given.

SMILES,ADAM17 inh,hgDAF-12 ag,PLC-gamma1 inh,PLC-beta3 inh,SMARCA2 activ,DAX1 inh-1,Rev-erbA mod,DAX1 inh-2,MBD2 inh,ssDAF-12 act,hcDAF-12 act
Cc1cc(=O)[nH]c(SCC(=O)Nc2nc3c(s2)CCCC3)n1,0,0.7,-1,-1,0,-1.1,6,0.6,1,-1.3,-0.8
Cc1nc(SCC(=O)N2CCCCCC2)[nH]c(=O)c1C,0,0.9,2,3,-1,1.6,-2,1.5,-2,-0.8,2.1
N#Cc1cnn(-c2cccc(Cl)c2)c1-n1cccc1,-3,-1.3,0,-9,-5,0.8,7,-0.2,6,-2.1,-0.2
N#C/C(=C\c1cn(CC(=O)O)c2ccccc12)C(=O)NCc1ccccc1,7,4.5,-2,-14,-2,-0.4,-6,0.5,-7,-0.4,3.2
COC(=O)c1ccccc1NC=C1C(=O)OC2(CCCCC2)OC1=O,-7,1.8,-2,-2,2,0.6,8,-0.2,1,-1.0,-0.4
O=C(NNC(=O)c1ccc2ccccc2c1O)NC1CCCCC1,-104,-0.7,-40,-75,1,-0.4,3,0.4,5,-0.7,1.3
CC(C)(C)OC(=O)N1CCN(C(=O)c2ncn3c2c(=O)[nH]c2ccccc23)CC1,-6,0.6,-4,-4,1,0.6,-5,0.1,2,0.1,0.9
CCOC(=O)/C(C#N)=C1/C=CN(Cc2ccccc2)C=N1,5,-0.6,9,11,7,-0.7,-1,0.2,-2,-1.1,-2.8
CN(c1ccccc1C(=O)Nc1cccc(Cl)c1Cl)S(C)(=O)=O,0,1.2,4,3,-1,-0.1,0,0.3,1,-1.0,-0.1
COc1ccccc1C(=O)Nc1ccc(C)c(S(=O)(=O)N2CCCCC2)c1,2,-4.9,4,-2,-2,-2.5,-5,-3.6,-2,-1.6,-1.7
Cc1cccc(Nc2nc3c(S(=O)(=O)c4ccccc4)nnn3c3ccccc23)c1C,-2,-0.2,-1,-3,-4,0.1,48*,0.2,-1,0.8,2.0
O=C(Nc1cccc(Cl)c1N1CCCC1)c1cc2ccccc2o1,-6,2.9,-2,-1,4,-0.3,-4,2.2,8,0.7,3.4
CCCN(C(=O)c1cc(S(=O)(=O)N2CCCCC2)ccc1Cl)C1CCS(=O)(=O)C1 (centres undefined),-3,-0.4,3,-10,2,-0.9,-6,0.0,-2,0.1,-0.1
COCC(=O)N(C)[C@H]1C[C@H]2c3[nH]c4c(-c5ccc6c(c5)OCO6)cccc4c3CCN2C(=O)[C@H]1[C@H](C)O,-10,0.2,-10,-15,0,.,4,-1.5,-3,-1.7,-2.5
Cn1c(NC(=O)c2ccco2)c(-c2ccccc2Cl)c(=O)c2ccccc21,1,-2.3,0,3,-1,0.5,0,-0.4,1,-1.5,-0.6
COC(=O)COC(=O)CC(CC(N)=O)c1ccccc1 (centres undefined),-2,0.8,3,7,2,1.5,-2,-0.3,-1,-1.8,-1.9
COc1ccc(C(=O)Oc2cccc3cccnc23)cc1[N+](=O)[O-],3,1.5,8,1,0,-0.3,-6,0.4,5,-0.6,-0.4
CCOc1ccc(NC(=O)CN(C)C(=O)c2c(-c3ccccc3)noc2C)cc1OCC,-3,-1.5,1,0,-2,0.3,6,-0.7,4,-1.0,1.8
CC1(C)CC2CC(C)(CN2C(=S)Nc2ccccc2)C1 (centres undefined),-3,-1.5,3,4,-3,-0.5,2,0.2,2,-1.2,-1.6
CCCc1cc(=O)[nH]c(SCC(=O)c2ccc3c(c2)NC(=O)CO3)n1,2,-2.6,5,-3,-4,-0.8,-8,0.7,3,-2.4,-1.2

Next part.
SMILES,ADAM17 inh,hgDAF-12 ag,PLC-gamma1 inh,PLC-beta3 inh,SMARCA2 activ,DAX1 inh-1,Rev-erbA mod,DAX1 inh-2,MBD2 inh,ssDAF-12 act,hcDAF-12 act
O=C1CCC(C(=O)OCc2c(Cl)cccc2Cl)N1 (centres undefined),0,-1.1,2,6,-1,2.2,-1,-0.2,-4,-0.8,-0.3
O=C(NNC1=C(C(=O)C(F)(F)F)CCC1)c1ccc(Cl)cc1,0,4.2,0,-3,14*,0.7,0,2.7,-1,-1.3,2.3
O=C(COC(=O)c1ccc(F)c(S(=O)(=O)N2CCOCC2)c1)NCc1ccco1,-9,1.0,3,-14,2,0.4,0,0.2,5,-1.0,-0.2
O=C1N/C(=N\S(=O)(=O)Cc2ccccc2)S/C1=C/c1cc([N+](=O)[O-])ccc1O,-1,-2.0,-160,-230,0,-0.6,8,0.5,-7,-0.9,-0.3
COc1ccc(CC(=O)NNS(=O)(=O)c2ccccc2[N+](=O)[O-])cc1,-2,2.5,-1,-4,-2,-1.1,-3,-0.4,3,-1.1,-1.3
COc1ccc(-c2cc(C(=O)NCCN3CCOCC3)c3ccccc3n2)c(OC)c1,-13,0.0,-251,-252,-2,-0.6,-8,0.0,3,-1.0,-0.1
O=C(CSc1n[nH]c(=O)n1C1CC1)Nc1ccccc1,-2,-1.2,3,-4,-2,0.1,-3,11*,1,-1.6,-0.3
CCCC(=O)N(CCN(C(=O)CCC)c1ccccc1)c1ccccc1,1,0.6,3,1,-1,-0.4,-5,-0.8,0,-1.4,-0.7
CSc1ccc(C2CC(=O)Nc3c2c(=O)n(C)c(=O)n3C)cc1 (centres undefined),-6,-1.1,-2,-9,-3,-1.2,0,-0.5,0,-1.1,-1.6
CCOc1ncccc1C(=O)OCC(=O)NC1CCCCCC1,-2,1.8,1,-2,-2,-0.7,2,2.4,1,-1.3,-1.5
c1ccc2c(c1)CCc1snnc1-2,-2,1.4,1,-4,-1,-1.2,-13,-0.9,-1,-0.2,-1.5
CC(C)c1ccc(NC2=CC(=O)CC(C)(C)C2)cc1,3,1.7,0,-5,0,0.9,1,-0.1,-2,-1.8,-0.7
CCc1cc(C(=O)O)c(NC(=O)c2cc(OC)c(OC)c(OC)c2)s1,-1,2.6,-89,-84,0,-1.1,-9,0.1,-4,-0.7,-1.3
COc1cc(C2c3c([nH]c(=O)[nH]c3=O)Nc3ccc4ccccc4c32)ccc1O (centres undefined),-29,-1.3,-20,-26,0,0.0,-2,0.1,-4,-1.6,-2.1
Nc1[nH]c(=O)ncc1-c1ccc([N+](=O)[O-])cc1,0,-1.2,5,6,1,.,-6,1.6,-2,-1.0,-1.2
CC1CCCCC1N1CCN(C(=O)c2cccc(F)c2)CC1 (centres undefined),-2,-2.0,6,3,-2,0.1,1,-0.1,2,-1.3,-1.1
CCOc1ccc(CNC(=O)CCCN2C(=O)C(c3ccccc3)Oc3cccnc32)cc1 (centres undefined),2,-0.8,0,0,-1,0.2,3,0.1,0,-0.9,-0.1
Cc1ccc(NC(=O)N/C=C/c2ccc(Cl)cc2)cc1,3,3.2,-44,2,2,0.4,4,-0.8,2,-0.3,1.8
CCc1nn(CCCC(=O)NCc2ccc(C)cc2)c(=O)c2cc3occc3n12,-3,1.1,-3,-11,0,-0.7,1,0.4,1,-1.9,-3.2
COCCN(Cc1ccc(C)c(Br)c1)C(=O)Cn1cnc(S(=O)(=O)N2CCCC2)c1,-1,-1.5,3,-1,-3,0.7,-2,-0.2,1,-1.4,0.3

Quoted from the listing.
Rev-erbA mod result of COc1cc(C2c3c([nH]c(=O)[nH]c3=O)Nc3ccc4ccccc4c32)ccc1O (centres undefined) is entered as -2
PLC-gamma1 inh result of CC(C)c1ccc(NC2=CC(=O)CC(C)(C)C2)cc1 is entered as 0
hcDAF-12 act result of CCOc1ccc(NC(=O)CN(C)C(=O)c2c(-c3ccccc3)noc2C)cc1OCC is entered as 1.8

New compounds follow
SMILES,ADAM17 inh,hgDAF-12 ag,PLC-gamma1 inh,PLC-beta3 inh,SMARCA2 activ,DAX1 inh-1,Rev-erbA mod,DAX1 inh-2,MBD2 inh,ssDAF-12 act,hcDAF-12 act
Cc1cc(C)cc(OCC(=O)NNC(=O)c2ccoc2C)c1,-1,-3.7,7,-2,-3,-0.9,-4,0.5,-3,-1.5,-2.2
CCC(CC)Nc1ccc(C(CC(N)=O)NC(=O)c2ccccc2)cc1[N+](=O)[O-] (centres undefined),4,0.6,6,8,0,0.4,-2,-0.8,-3,-1.2,-2.1
CCC[C@H]1[C@@H](OC(=O)NCc2ccc(C(F)(F)F)cc2)CC[C@@]23CCCN2C(=O)CCC[C@@H]13,0,-2.9,2,2,.,.,3,.,5,-1.5,-4.0
OCc1nc2c(ccc3ccccc32)[nH]1,-2,3.8,-1,-9,2,-1.9,-3,-0.6,0,-0.2,0.8
CCOC(=O)CC1=C(C(=O)OCC)C(c2cccnc2)C(C#N)=C(N)O1 (centres undefined),-8,-0.6,-21,-26,0,0.5,-3,-0.2,0,-0.8,0.3
COC(=O)c1ccc(C(=O)OC)c(NC(=O)c2cnc3n(c2=O)CCS3)c1,-65,0.0,-53,-81,1,-0.9,-7,0.3,0,-0.9,-0.5
COc1ccccc1/C=C/C=N/NC(=O)CC1C(=O)NN=C1C (centres undefined),-9,1.2,-7,-13,4,2.6,7,0.1,-8,-1.1,-0.8
O=C(COC(=O)c1cccnc1Cl)NCCc1ccc(F)cc1,-6,2.1,5,1,-2,-1.1,4,-0.2,2,-1.4,-1.3
CCOC(=O)C1CCCN(S(=O)(=O)c2ccc(-n3cnnn3)c(C)c2)C1 (centres undefined),-1,0.2,-2,-2,-4,0.8,6,-0.2,1,-0.9,-1.2
CSc1ncc(CN2CCN(C3CCCCC3)C(CCO)C2)cn1 (centres undefined),-6,-3.5,-1,-2,-6,1.0,-8,2.6,5,-1.6,-1.4
COc1cc(-c2nnc(COC(=O)c3cc(C)no3)o2)cc(OC)c1OC,-4,2.1,-10,-17,0,0.1,3,0.9,3,-0.8,0.7
COc1ccc(OC)c(-c2csc(NC(=O)COC(=O)C3CCC3)n2)c1,-2,-1.3,4,-7,-2,-0.2,-8,-0.4,2,-1.1,-1.9
Cc1ccc(S(=O)(=O)NCc2ccccc2)cc1C(=O)NCc1ccccn1,4,-2.3,1,-5,-1,0.1,-3,-1.9,-3,-0.8,-1.8
CC(=O)c1ccc(O)c(CO)c1,1,4.5,2,2,1,-1.1,0,0.1,-2,-0.7,-1.7
O=C(NCN1C(=O)C2C3C=CC(C3)C2C1=O)Nc1ccccc1O (centres undefined),1,-1.4,4,2,-3,0.4,-3,0.1,0,-1.7,-2.1
